Tn7 DDE FP: disrupts Tn7 cyclic peptide binding to fibrin D-Dimer-E complex; hit rate 0.13% among 370,000; AID 720508; FP displacement of FITC-Tn7 peptide from fibrin DD(E); 0% = median of compound wells per plate; P02675; inhibition, % at 8.3 µM;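 active = inhibition above the mean of compounds falling within the control limits plus 3 SD of them, cut at about 14% in these data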;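 also: 0% = plate median of compound wells and 100% = 10 µM Aha-Tn7 peptide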
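system = human fibrin DD(E) protein | quantity = DD(E) 2 µM final | medium = Tris/NaCl/CaCl2 buffer, pH 7.8 | also added = labelled Tn7 tracer, 0.1 µM | compound dosing = single point at 8.3 µM | timing = compound with protein 10 min, then 3 h after probe, room temperature | signal = FP measurement | benchmarks = Aha-Tn7 high control | repeats = one replicate per compound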
Tn6 DDE FP: disrupts Tn6 cyclic peptide binding to fibrin D-Dimer-E complex | Fibrin DD(E) TRITC-Tn6 fluorescence polarization displacement | AID 720509 | inhibition, % at 8.3 µM | hit rate 0.21% among 370,000 | P02675;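 active = inhibition above a per-campaign cutoff: mean of compounds within control limits plus 3 SD, cut at about 15% in these data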;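 also: 0% = median of all compound wells on the plate and 100% = blocking peptide control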
ADAM17 inh: ADAM17 inhibition, QFRET primary screen. P78536. recombinant ADAM17, EDANS/DABCYL FRET peptide cleavage. inhibition, % at 6.95 µM. hit rate 0.83% among 370,000. AID 720648;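 active = inhibition above the mean of compounds lying between control limits plus 3 SD, set per campaign, cut at about 8.5% in these data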;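 also: 0% = DMSO-only wells as the low control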
ARFGAP1 inh: rat ARFGAP1 inhibition; Arfgap1-stimulated ARF1 GTP hydrolysis, GDP FP detection; Q62848; inhibition, % at 16.5 µM; hit rate 0.26% among 360,000;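 active = inhibition above a per-plate limit, mean inhibition of low control wells plus 3 SD, cut at about 25% in these data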;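 also: 0% = DMSO wells with enzyme and 100% = wells lacking Arfgap1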
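Material: truncated rat Arfgap1 GAP domain; Incubation: compound-enzyme preincubation 20 min, reaction 120 min, detection 60 min, 25 °C; Read-out: percent inhibition of Arfgap1-stimulated GTP hydrolysis; Technique: FP, GDP Alexa 633 tracer displaced from anti-GDP antibody, 620/688 nm; Controls: No-Arfgap1 wells (100%) versus DMSO full-reaction wells (0%); Replication: single well per compound.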
KLK7 zymogen act: activates the human kallikrein-7 zymogen. hit rate 0.9% among 370,000. P49862. activation, % at 7 µM. purified proKLK7, EDANS-DABCYL substrate fluorescence; 100% is mature enzyme control, 0% vehicle;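 active = activation above the mean of all tested compounds plus 3 SD, computed per campaign excluding outliers beyond control limits, cut at about 13% in these data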
PLCg1 inh: blocks human PLC-gamma1 enzyme activity | P19174 | purified PLC-gamma1, fluorogenic substrate, fluorescence | inhibition, % at 12.2 µM | hit rate 0.84% among 370,000; in the data active = inhibition above about 9.5%
Target sequence (P19174 whole entry, looked up): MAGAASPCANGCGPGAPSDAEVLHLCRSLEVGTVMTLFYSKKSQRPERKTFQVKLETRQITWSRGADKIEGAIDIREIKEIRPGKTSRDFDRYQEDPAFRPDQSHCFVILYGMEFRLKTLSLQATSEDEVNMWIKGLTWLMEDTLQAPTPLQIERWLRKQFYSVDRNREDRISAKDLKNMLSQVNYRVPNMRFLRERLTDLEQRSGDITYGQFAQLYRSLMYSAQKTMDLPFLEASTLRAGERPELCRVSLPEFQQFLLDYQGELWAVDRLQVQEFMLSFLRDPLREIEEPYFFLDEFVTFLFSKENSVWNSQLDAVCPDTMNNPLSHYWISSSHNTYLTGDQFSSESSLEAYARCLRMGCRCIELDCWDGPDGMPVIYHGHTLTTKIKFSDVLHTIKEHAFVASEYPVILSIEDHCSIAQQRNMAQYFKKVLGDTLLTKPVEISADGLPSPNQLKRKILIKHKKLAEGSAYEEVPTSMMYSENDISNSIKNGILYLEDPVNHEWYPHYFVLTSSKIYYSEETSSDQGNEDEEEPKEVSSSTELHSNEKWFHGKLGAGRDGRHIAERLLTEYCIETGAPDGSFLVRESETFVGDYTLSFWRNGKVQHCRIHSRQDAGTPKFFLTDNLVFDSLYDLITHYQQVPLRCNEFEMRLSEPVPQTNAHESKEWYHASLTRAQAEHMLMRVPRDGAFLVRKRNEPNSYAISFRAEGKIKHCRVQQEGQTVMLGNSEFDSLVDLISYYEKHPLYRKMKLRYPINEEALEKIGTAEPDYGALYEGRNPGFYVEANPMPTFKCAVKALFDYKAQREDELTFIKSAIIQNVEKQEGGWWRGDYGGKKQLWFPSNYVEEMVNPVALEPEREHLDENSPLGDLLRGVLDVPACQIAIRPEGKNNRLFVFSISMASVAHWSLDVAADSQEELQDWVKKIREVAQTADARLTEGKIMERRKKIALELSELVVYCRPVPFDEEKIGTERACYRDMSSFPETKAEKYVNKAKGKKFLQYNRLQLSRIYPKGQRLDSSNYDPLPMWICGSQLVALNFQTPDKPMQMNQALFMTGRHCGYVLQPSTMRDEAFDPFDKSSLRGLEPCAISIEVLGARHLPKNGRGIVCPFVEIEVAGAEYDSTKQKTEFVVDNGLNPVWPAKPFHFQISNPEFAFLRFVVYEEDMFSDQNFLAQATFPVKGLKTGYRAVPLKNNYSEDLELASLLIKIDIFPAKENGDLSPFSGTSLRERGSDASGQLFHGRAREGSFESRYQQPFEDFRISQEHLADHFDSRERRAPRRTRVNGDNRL
LEDGF integ inh: blocks HIV-1 LEDGF/p75-dependent DNA integration; TR-FRET IN-LEDGF/p75 DNA integration, Eu/Cy5; inhibition, % at 3.7 µM; hit rate 0.64% among 370,000; AID 743269;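 active = inhibition above the screen-wide mean plus 3 SD, cut at about 13% in these data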;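 also: signal is the Cy5 over europium emission ratio at 671 and 618 nm; 0% = plate median of compound wells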
TDP2 inh: blocks human TDP2 phosphodiesterase activity. recombinant TDP2, T5PNP hydrolysis, p-nitrophenol absorbance 415 nm. inhibition, % at 12.8 µM. hit rate 0.34% among 370,000;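 active = inhibition above the mean of all tested compounds plus 3 SD, set per campaign, cut at about 25% in these data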;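 also: 0% = DMSO with enzyme and 100% = buffer with substrate but no TDP2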
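System – recombinant human TDP2 · Amount – 120 nM TDP2 per well · Buffer or medium – Mg2+-containing Tris-HCl buffer, pH 7.5 · Reagent – T5PNP substrate, 5 mM · Dosing – 12.8 µM single point, 1% DMSO · Incubation – 2 h at 37 °C · Measured by – epi absorbance · Read-out basis – percent inhibition · Benchmarks – high control without enzyme, low control DMSO plus TDP2 · Repeats – singlicate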
ASAP1 inh: blocks human ASAP1-stimulated Arf1 GTP hydrolysis. GDP FP detection. hit rate 0.19% among 360,000. Q9ULH1. inhibition, % at 16.5 µM; in the data active = inhibition above about 25%;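 also: 0% = vehicle with enzyme and substrate and 100% = no enzyme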
ADAM10 inh: inhibits human ADAM10. O14672. recombinant ADAM10, EDANS/DABCYL FRET peptide cleavage, 3 h. inhibition, % at 7 µM. hit rate 0.62% among 370,000. AID 720582;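 active = inhibition above a per-campaign cutoff equal to the mean of compounds falling between control-based bounds plus 3 SD, cut at about 20% in these data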;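 also: 0% = DMSO wells while the 100% control is not disclosed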
The depositor's hits bear a star; i = inactive; · = no result given.

Every second line gives: Tn7 DDE FP, Tn6 DDE FP, ADAM17 inh, ARFGAP1 inh, KLK7 zymogen act, PLCg1 inh, LEDGF integ inh, TDP2 inh, ASAP1 inh, ADAM10 inh
CCN(CC)CCCNc1cc2n(c(=O)n1)CCc1cc(OC)c(OC)cc1-2
 : -2, 2, -187, 4, 7.8, -200, 0, -4, 1, i
COCCNc1cc(C)c(C#N)c2nc3ccccc3n12
 : 1, -5, i, -6, 37*, i, 0, -5, 5, i
Cc1oc(-c2cccs2)nc1CSCC(=O)NC1CC1
 : -9, 0, -31, 12, 0.7, -6, 2, 0, 2, -80
O=C(O)CSc1ncnc2c1sc1nc(-c3ccccc3)c3c(c12)CCC3
 : -4, -8, -11, -2, -1.0, -1, 0, -12, 7, -41
COc1cccc(C2C(C#N)=C(N)OC3=C2C(=O)CC(c2ccco2)C3)c1OCc1ccc(F)cc1 (configuration not stated)
 : 1, 6, -1, -7, 0.6, -15, 4, 10, 10, 5
CCN(CC)S(=O)(=O)c1ccc(C(=O)NCCN(C)C)cc1
 : 0, -6, -4, 3, -0.3, -1, 0, -8, -7, -6
Cc1ccc(S(=O)(=O)n2[nH]c(=O)cc2N)cc1
 : 5, 5, -2, -1, -0.6, 1, 0, 5, -2, -4
N=c1sccn1CC(=O)Nc1ccc(SC(F)F)cc1
 : 3, 0, -1, -7, 0.5, 1, 2, 11, 5, -2
CNc1cnc(-c2ccc(O)c(OC)c2)cn1
 : -4, -6, -4, 13, 1.2, -7, 0, 4, 8, -6
CCOC(=O)c1ccc(-c2ccc(-c3cc(=O)oc4cc(OC)c(OC)c(OC)c34)cc2)cc1
 : 6, 5, -4, 5, 0.2, 2, -3, -6, -12, -22
Cc1nc2nc(N)nn2c(C)c1C/C=C/c1ccccc1
 : -2, -3, -7, 23, 1.7, 0, -5, 1, 0, -5
O=C(C1=C[C@H](c2coc3ccccc3c2=O)C[C@H](OCc2ccc(CO)cc2)O1)N1CCN(Cc2ccc3c(c2)OCO3)CC1
 : 2, -4, -2, 10, 0.9, 0, -1, 7, 8, 1
CN1CCN(C(=O)c2ccc(COc3ccc(C(C)(C)C)cc3)o2)CC1
 : -10, 1, 0, -1, -0.2, 0, 0, -7, 10, 0
CCOc1ccc(S(=O)(=O)N2CCOCC2)cc1NC(=O)CSCc1c(C)noc1C
 : 3, -3, -7, -1, 0.1, -1, -2, 1, 2, 1
Cc1cccc(NC(=O)CSc2nnc(CN3CCOCC3)n2C)c1C
 : 0, -7, 0, 9, -0.1, 0, -8, -15, -10, -4
CCOC(=O)c1c(NC(=O)c2cccc(N3C(=O)CCC3=O)c2)sc2c1CCN(CC)C2
 : -6, -4, 6, 17, 1.5, -54, 2, -4, 6, -3
CCOc1ccccc1NC(=O)CCCN1C(=S)NC(C)(C)CC1C (configuration not stated)
 : 5, 4, -5, 2, 0.0, 2, 2, 1, -12, -6
CC(C)(C)c1cc(NC(=O)Nc2ccc(Br)cc2Cl)no1
 : 2, -5, 2, 16, -0.7, -2, -2, -2, 11, -10
CC[C@H](C)/C=C(C)/C=C/C(=O)Cc1cc(O)c(C)c(O)c1C=O
 : 10, 16*, -11, 1, 0.8, -107, 6, 1, 7, -60
CC(=O)Nc1ccc(OC[C@@H](O)CN2CCC(C(O)(c3ccccc3)c3ccccc3)CC2)cc1
 : -7, 2, 2, ·, 0.2, 0, -1, -11, ·, 5
Cc1ccc(N=Nc2c(O)[nH]c(=O)[nH]c2=O)cc1S(=O)(=O)Nc1ccc(Br)cc1
 : -1, -6, -3, -8, 0.5, -1, 1, -8, -4, 4
Cc1ccc(Nc2cc(C)nc3c(C)cccc23)cc1
 : -4, -2, 3, 4, 0.0, -3, 1, -6, -10, -6
O=C1CCC(=O)N1Cc1c(Cl)cccc1Cl
 : 0, 1, -1, -9, -0.6, -2, -4, 19, 10, 5
O=C(COc1coc(CN2CCN(c3ccccc3F)CC2)cc1=O)Nc1ccccc1
 : 0, -10, -3, -3, 0.8, 1, -2, -1, 11, 3
Cc1ccc(N2C(=O)C(NC(=O)c3ccccc3)(C(F)(F)F)C3=C2CC(C)(C)CC3=O)cc1 (configuration not stated)
 : -5, 6, 0, 1, -0.6, 0, 4, -4, -8, 3
COc1ccccc1C(CNC(=O)CNC(=O)c1ccc(Cl)c(Cl)c1)N1CCCC1 (configuration not stated)
 : 2, 4, -6, -15, 0.9, 0, -3, 7, 8, -7
COc1ccc(S(=O)(=O)N2CCCCC2)cc1NC(=O)CSc1nccn1C
 : -2, -7, 2, 3, 0.7, 2, -2, 4, 6, 10
O=C(Nc1cccc(C(=O)O)c1)/C(=C\C=C\c1ccccc1)NC(=O)c1ccccc1
 : 6, -7, -1, -8, -0.2, -4, 5, -4, -6, 6
CC(C)[C@@H](C)/C=C/[C@@H](C)[C@H]1CC[C@@H]2[C@]1(C)CCC1[C@]23C=C[C@]2(C[C@@H](O)CC[C@]12C)N(c1ncc(C(F)(F)F)cc1Cl)O3 (some centres not stated)
 : -5, 0, -6, 1, 0.7, -9, 0, 3, 10, -14
O=C(Cc1ccccc1)N/N=C/c1ccc(OCC(=O)Nc2ccccc2)cc1
 : -2, -2, -2, 3, 0.0, 2, 1, -9, 13, 13

Entries above marked active in Tn6 DDE FP.
Every second line gives: Tn7 DDE FP, Tn6 DDE FP, ADAM17 inh, ARFGAP1 inh, KLK7 zymogen act, PLCg1 inh, LEDGF integ inh, TDP2 inh, ASAP1 inh, ADAM10 inh
CC[C@H](C)/C=C(C)/C=C/C(=O)Cc1cc(O)c(C)c(O)c1C=O
 : 10, 16*, -11, 1, 0.8, -107, 6, 1, 7, -60

Next part:
Every second line gives: Tn7 DDE FP, Tn6 DDE FP, ADAM17 inh, ARFGAP1 inh, KLK7 zymogen act, PLCg1 inh, LEDGF integ inh, TDP2 inh, ASAP1 inh, ADAM10 inh
CCOC(=O)c1[nH]c(C)c(C(=O)NCc2ccc(C)cc2)c1C
 : -7, 2, 1, -2, 0.3, 4, 4, -11, 6, 2
CCCCCC(=O)N1C[C@H](n2cc(COC(=O)c3ccccc3)nn2)[C@@H](O)C[C@@H]1c1ccc(C)cc1
 : 1, 0, 9.8*, 11, -0.4, -2, 4, 0, 9, 16
Cn1c(NCCCO)nc2c(c1=O)C1(CCCCC1)Cc1ccccc1-2
 : 13, -11, -363, 8, -20, i, 2, -1, 3, i
COc1ccc(/C=C(/NC(=O)c2ccc(Br)o2)C(=O)Nc2cccc(C(=O)O)c2)cc1
 : -5, -3, -2, 5, 0.3, 3, -3, -4, -6, -15
CC(C)Oc1ccc(CNC(=O)c2ccc3c(c2)N(C)CCS3)cc1
 : 9, 11, -456, -9, -22, i, -1, -5, -2, i
Cc1ccc(NC(=S)N/N=C2/CCCc3c(C)cc(C)cc32)cc1
 : -2, 4, 2, -1, -0.3, 3, 1, 0, 17, 3
CCN(CC)S(=O)(=O)c1ccc2c(c1)N(CC(=O)N1CCCC1)C(=O)CO2
 : -4, -7, -3, 2, 0.0, 1, 1, -2, 8, 6
CCCN(CCC)CCNC(=O)C1c2ccccc2C(=O)N2CCc3ccccc3C12 (configuration not stated)
 : 5, 7, 0, 3, 0.8, 9, 0, -25, 7, 6
CN(C)CCNc1cnn(-c2ccccc2)c(=O)c1Cl
 : -2, 1, -1, -6, -0.6, 2, 2, -8, 5, 8
CSCCC(=O)N1CCCC(CNC(=O)c2ccccc2Cl)C1 (configuration not stated)
 : 1, 5, -3, 5, 0.6, -1, -1, -8, 1, -7
O=C(NCC1CCCO1)c1ccc[nH]1 (configuration not stated)
 : 0, -1, -1, 10, -0.5, -1, 0, 6, 27*, 1
O=C(c1ccco1)N1CCN(S(=O)(=O)c2ccc(C3CCCCC3)cc2)CC1
 : 3, -3, 3, -1, -0.1, 5, -1, -3, -1, 13
COc1ccc(OC)c(NC(=O)CC2SC(=Nc3ccccc3)N(CCc3ccccn3)C2=O)c1 (configuration not stated)
 : 2, 1, -1, -3, 0.4, -1, 1, 1, -16, 14
CC(C)n1c(=O)c2ccccc2n1Cc1cn(Cc2cccnc2)nn1
 : 0, 3, -86, 3, 2.9, -36, -4, -1, 3, -308
COc1ccc(NC(=O)N2C[C@H]3CON(C)[C@H]3C[C@H]2c2ccc(N3CCCCC3)cc2)cc1
 : 0, 4, 0, 10, -0.4, 2, 4, 4, 1, -11
CCOC(=O)c1c(C)[nH]c(N=Nc2ccccc2C)c1C
 : 2, -1, 0, 10, 0.4, 3, 0, 0, 4, -1
CSc1ccc(/C=C/C(=O)OCC(=O)N2CCCCCC2)cc1
 : -6, -5, -174, 1, 1.6, -145, -3, 1, 5, i
S=C(NC1CCCCC1)N1CCN(c2ncccn2)CC1
 : 4, 1, 2, -2, 0.3, 1, -1, -5, 6, 9

A portion from the list above, for reference:
Every second line gives: Tn7 DDE FP, Tn6 DDE FP, ADAM17 inh, ARFGAP1 inh, KLK7 zymogen act, PLCg1 inh, LEDGF integ inh, TDP2 inh, ASAP1 inh, ADAM10 inh
CSCCC(=O)N1CCCC(CNC(=O)c2ccccc2Cl)C1 (configuration not stated)
 : 1, 5, -3, 5, 0.6, -1, -1, -8, 1, -7
O=C(NCC1CCCO1)c1ccc[nH]1 (configuration not stated)
 : 0, -1, -1, 10, -0.5, -1, 0, 6, 27*, 1
O=C(c1ccco1)N1CCN(S(=O)(=O)c2ccc(C3CCCCC3)cc2)CC1
 : 3, -3, 3, -1, -0.1, 5, -1, -3, -1, 13
COc1ccc(OC)c(NC(=O)CC2SC(=Nc3ccccc3)N(CCc3ccccn3)C2=O)c1 (configuration not stated)
 : 2, 1, -1, -3, 0.4, -1, 1, 1, -16, 14
CC(C)n1c(=O)c2ccccc2n1Cc1cn(Cc2cccnc2)nn1
 : 0, 3, -86, 3, 2.9, -36, -4, -1, 3, -308

Source: PubChem (The Scripps Research Institute Molecular Screening Center)
